Pf Dd2 inh: P. falciparum Dd2 growth inhibition; activity change, % at 10 µM; SYBR Green, 72 h; hits give low values; 2.3% of 94,000 active; in the data active = activity change below about -80%; inconclusive = no clear call, values can overlap the other calls
C diff growth: blocks growth of Clostridium difficile. AID 1259249. 0.25% of 86,000 active. Clostridium difficile clinical isolate growth, OD600, 24 h; hits give low values. growth activity, negative = inhibition, % at 16 µg/mL (by protocol);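 active = mean growth activity at or below -80% and every replicate also at or below -80%; inconclusive = mean at or below -80% but some replicate above -80%; inactive = mean growth activity above -80%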;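 also: 0% = DMSO wells and -100% = levofloxacin 16 µg/mL wells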
T cruzi growth: blocks T. cruzi growth in NIH3T3 culture. T. cruzi beta-gal in NIH3T3, GalScreen luminescence, 90 h. inhibition, % at 8.34 µM. 5.9% of 77,000 active. AID 624255;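 active = mean inhibition above about 93%, with at least 55% of replicates each passing it, limit read from the data, passing the limit was not always enough; inconclusive = only one of those two conditions holds; inactive = neither condition holds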
KDM4C inh: inhibitors of human demethylase GASC-1 KDM4C | Q9H3R0 | GST-KDM4C 2-372, H3K9me3 peptide, LANCE TR-FRET | inhibition, % at 12.5 µM | 0.15% of 96,000 active | AID 720574;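 active = mean replicate inhibition above about 25%, with at least 55% of replicates also reaching it, limit read from the data, passing the limit was not always enough; inconclusive = only one of those two conditions met; inactive = neither condition met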
Target sequence (Q9H3R0 2-372 limits assumed): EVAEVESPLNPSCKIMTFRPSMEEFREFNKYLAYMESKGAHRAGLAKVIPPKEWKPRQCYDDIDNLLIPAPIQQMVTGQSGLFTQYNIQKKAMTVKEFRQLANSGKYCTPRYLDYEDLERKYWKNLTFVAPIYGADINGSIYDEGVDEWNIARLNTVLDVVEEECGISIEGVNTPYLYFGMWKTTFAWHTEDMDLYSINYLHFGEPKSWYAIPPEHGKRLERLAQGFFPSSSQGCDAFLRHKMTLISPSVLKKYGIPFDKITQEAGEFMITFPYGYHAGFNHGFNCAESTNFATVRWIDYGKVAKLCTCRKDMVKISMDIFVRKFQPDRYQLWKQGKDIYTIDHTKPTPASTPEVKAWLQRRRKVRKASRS
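System: N-terminal GST-fused human GASC-1 (KDM4C) fragment, residues 2-372; amount: enzyme final amount 10 nM; incubation: reaction 30 min RT, detection step 1 h RT; medium: HEPES buffer, pH 7.5, plus ascorbate; technique: LANCE TR-FRET, Eu antibody, ULight-streptavidin, EDTA, ex 340 nm, em 618/671 nm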
* = called active by the depositor; ? = inconclusive; . = no result given; & = joins results of further samples.

SMILES,Pf Dd2 inh,C diff growth,T cruzi growth,KDM4C inh
C[C@@H]1CN([C@@H](C)CO)C(=O)Cc2cc(NC(=O)CCCCCC(=O)Nc3ccccc3N)ccc2O[C@H]1CN(C)S(C)(=O)=O,3,-2,10,0.1
C[C@@H]1CN([C@@H](C)CO)C(=O)c2cc(NC(=O)Nc3ccc4c(c3)OCO4)ccc2O[C@@H]1CN(C)CC1CCCCC1,7,6,-18,0.0
COc1ccc(S(=O)(=O)Nc2ccc3c(c2)C(=O)N([C@@H](C)CO)C[C@H](C)[C@@H](CN(C)C(=O)Nc2ccc4c(c2)OCO4)OCCCC[C@@H](C)O3)cc1,-81*,1,24,-0.6
COCC#Cc1cnc2c(c1)C(=O)N([C@H](C)CO)C[C@@H](C)[C@@H](CN(C)C(=O)Nc1c(C)noc1C)O2,36,1,-27,-0.2
C[C@H](CO)N1C[C@H](C)[C@@H](CN(C)CC2CCOCC2)Oc2cc(C#C[C@@H](C)O)ccc2S1(=O)=O,-5,-2,47,.
C[C@H](NC(=O)C[C@H]1CC[C@H]2[C@H](COc3ccc(NS(=O)(=O)c4ccc(Cl)cc4)cc3C(=O)N2C)O1)c1ccccc1,10,-14,24,-0.1
C[C@@H]1CCCCO[C@H](CN(C)C(=O)Cc2ccccc2)[C@H](C)CN([C@H](C)CO)C(=O)c2cc(NS(=O)(=O)c3cccs3)ccc2O1,-56,2,29,-1.2
CO[C@H]1CN(C)C(=O)c2ccc(NC(=O)c3cnccn3)cc2OC[C@H](C)N(C(C)=O)C[C@@H]1C,40,-3,.,-1.8
C[C@H](NC(=O)C[C@H]1CC[C@@H](NC(=O)C2CCOCC2)[C@H](CO)O1)c1ccccc1,3,1,39,1.3
O=C(C[C@@H]1CC[C@@H](NC(=O)C2CCC2)[C@@H](CO)O1)NCc1ccncc1,14,0,.,1.7
CCCC(=O)N1CCC2(CC1)CN(C(=O)C1CCOCC1)[C@@H](CO)c1[nH]c3cc(OC)ccc3c12,-9,-5,.,-0.1
O=C(c1ccncc1)N1CCCCN2[C@H](C1)[C@@H](c1ccc(-c3ccccc3)cc1)[C@@H]2CO,36,-4,9,-0.8
C[C@@H]1CCCCO[C@@H](CN(C)Cc2ccccc2)[C@@H](C)CN([C@H](C)CO)C(=O)c2cc(NC(=O)CCCCCC(=O)Nc3ccccc3N)ccc2O1,-84*,-8,.,-1.1
O=C(CC1CC1)N1CC2(C1)[C@@H](c1ccccc1)[C@H](CO)N2C(=O)c1cnccn1,28,9,.,-2.1
O=C([C@H]1[C@H](CO)[C@H]2Cn3c(ccc(C4=CCCCC4)c3=O)[C@@H]1N2)N1CCCCC1,.,5,60,-1.2
O=C(C[C@H]1C[C@H]2c3cc(NC(=O)Nc4ccccc4F)ccc3O[C@H]2[C@H](CO)O1)NC1CCCC1,-6,.,17,0.5
CO[C@H]1CN(C)C(=O)c2cc(NS(=O)(=O)c3ccc(-c4ccccc4)cc3)ccc2OC[C@@H](C)NC[C@@H]1C,-5,2,70,-2.3
COc1ccccc1C(=O)Nc1ccc2c(c1)OC[C@H](C)N(C)C[C@H](C)[C@@H](OC)CN(C)C2=O,-27,.,3,-0.1
O=C(NC[C@@H]1[C@H](c2ccccc2)[C@@H](CO)N1C(=O)C1CCC1)NC1CCCC1,-41,-3,29,0.2
Cc1ccc(S(=O)(=O)N(C)C[C@H]2Oc3ccc(NC(=O)CCC(F)(F)F)cc3C(=O)N([C@@H](C)CO)C[C@H]2C)cc1,-18,-1,67,-1.1

Additional entries
SMILES,Pf Dd2 inh,C diff growth,T cruzi growth,KDM4C inh
COC(=O)[C@H]1[C@H](CO)[C@H]2Cn3c(ccc(/C=C/c4ccccc4)c3=O)[C@H]2N1C(=O)CC1CC1,2,4,27,-1.2
C[C@H](CO)N1C[C@H](C)[C@@H](CN(C)Cc2cncnc2)Oc2ncc(C#CC3CCCCC3)cc2C1=O,23,-7,47,-0.8
COc1cccc(S(=O)(=O)N(C)C[C@H]2OCc3cn(nn3)CCCC(=O)N([C@@H](C)CO)C[C@H]2C)c1,-2,3,43,0.1
COc1ccc2c3c(n(C)c2c1)[C@@H](CO)NCC31CCN(CC2CC2)CC1,-70,14,.,-0.7
CC(=O)N(C)C[C@H]1[C@@H](c2ccc(C#CC(C)C)cc2)[C@@H](CO)N1C(=O)C1CCC1,-4,28,.,0.3
Cc1noc(C)c1S(=O)(=O)N(C)C[C@H]1OCCCC[C@H](C)Oc2ccc(NC(=O)Nc3ccccc3)cc2C(=O)N([C@@H](C)CO)C[C@@H]1C,?,5,.,-2.5
C[C@@H](O)C#Cc1cnc2c(c1)C(=O)N([C@@H](C)CO)C[C@H](C)[C@@H](CN(C)Cc1cccc(C(=O)O)c1)O2,35,-3,42,4.7
COc1ccc(C#Cc2ccc3c(c2)[C@@H]2[C@@H](CCN2S(=O)(=O)c2cccc(OC)c2)[C@H](CO)N3)cc1,-34,0,.,-0.9
O=C(N[C@@H]1CC[C@@H](CCNC(=O)C2CCC2)O[C@@H]1CO)c1ccncc1,-3,0,.,-0.3
COc1ccc(NC(=O)N(C)C[C@H]2OCCCC[C@H](C)Oc3ccc(NC(=O)Nc4c(C)noc4C)cc3C(=O)N([C@@H](C)CO)C[C@@H]2C)cc1,-13,-4,32,0.8
C[C@@H]1CN([C@H](C)CO)C(=O)c2cc(NS(=O)(=O)c3ccccc3)ccc2O[C@@H](C)CCCCO[C@H]1CN(C)C(=O)c1ccccc1,-17,-1,.,0.0
C[C@@H]1CCCCO[C@H](CN(C)C(=O)Nc2cccc3ccccc23)[C@@H](C)CN([C@H](C)CO)C(=O)c2cc(NC(=O)c3ccccc3)ccc2O1,-57,-2,40,.
C[C@H](NC(=O)C[C@H]1CC[C@@H](NC(=O)Nc2ccc3c(c2)OCO3)[C@@H](CO)O1)c1ccccc1,16,.,17,1.6
COc1cccc(-c2cnc3c(c2)C(=O)N([C@@H](C)CO)C[C@H](C)[C@@H](CN(C)C(=O)CC2CC2)O3)c1,-2,-4,20,1.5
CNC[C@@H]1OCCCC[C@H](C)Oc2ccc(NS(=O)(=O)c3c(C)noc3C)cc2C(=O)N([C@H](C)CO)C[C@@H]1C,-25,-1,35,3.3
O=C(C[C@@H]1C[C@H]2c3cc(NC(=O)C4CCC4)ccc3O[C@H]2[C@H](CO)O1)NCc1cccnc1,-1,2,31,0.7
COCC(=O)Nc1ccc2c(c1)C(=O)N(C)C[C@H](OC)[C@@H](C)CN(Cc1ccccc1OC)[C@H](C)CO2,-46,0,-8,-0.1
Cc1ccc(S(=O)(=O)Nc2ccc3c(c2)C(=O)N([C@@H](C)CO)C[C@@H](C)[C@@H](CN(C)C(=O)C2CCCCC2)OCCCC[C@@H](C)O3)cc1,-66,-34,90,-2.1
Cn1cnc(S(=O)(=O)N[C@H]2CC[C@H](CC(=O)N3CCN(c4ccccc4)CC3)O[C@H]2CO)c1,19,.,-14,0.2
COc1cccc(-c2ccc([C@H]3[C@@H](C#N)N(C(=O)Cc4ccccc4)[C@@H]3CO)cc2)c1,-65,8,97*,-4.5

Additional entries follow.
SMILES,Pf Dd2 inh,C diff growth,T cruzi growth,KDM4C inh
COCC(=O)N(C)C[C@@H]1Oc2ncc(/C=C/c3ccccc3)cc2C(=O)N([C@H](C)CO)C[C@H]1C,-4,1,-47,-1.2
O=C(NCc1ccccc1)[C@@H]1[C@@H](CO)[C@@H]2Cn3c(cccc3=O)[C@H]1N2C(=O)CC1CC1,4,-1,9,-1.3
C[C@@H]1CN([C@H](C)CO)C(=O)Cc2cc(NS(=O)(=O)c3ccc(Cl)cc3)ccc2O[C@H]1CN(C)C(=O)Nc1ccc2c(c1)OCO2,13,.,20,0.0
CCCNC(=O)Nc1ccc2c(c1)C(=O)N(C)C[C@@H](OC)[C@H](C)CN(C(=O)CC)[C@H](C)CO2,10,3,-3,-0.4
Cc1ccc(S(=O)(=O)NCC[C@@H]2CC[C@@H](NS(=O)(=O)c3ccccc3Cl)[C@@H](CO)O2)cc1,-8,-2,38,0.1
CCS(=O)(=O)Nc1ccc2c(c1)C(=O)N(C)C[C@@H](OC)[C@@H](C)CN(Cc1ccccn1)[C@@H](C)CO2,30,0,.,0.7
O=C(c1cnccn1)N1CC(=O)N2[C@H](CO)[C@H](c3ccc(C#CC4CCCCC4)cc3)[C@H]2C1,9,-12,.,0.7
COc1cccc(NC(=O)N[C@H]2CC[C@@H](CC(=O)NCc3ccncn3)O[C@@H]2CO)c1,-10,.,35,1.1
C[C@H](CO)N1C[C@H](C)[C@H](CN(C)S(C)(=O)=O)OCCCC[C@H](C)Oc2ccc(N(C)C)cc2C1=O,26,-2,5,6.3
COc1ccc(C(=O)Nc2ccc3c(c2)OC[C@@H](C)NC[C@H](C)[C@@H](OC)CN(C)C3=O)cc1,-10,-1,-15,-1.1
COCC(=O)N1CC2(CN(C(=O)CN3CCOCC3)C2)c2c([nH]c3cc(OC)ccc23)[C@H]1CO,6,0,.,0.0
C[C@H]1CN([C@@H](C)CO)S(=O)(=O)c2ccc(-c3cccc(C#N)c3)cc2O[C@H]1CN(C)C(=O)c1ccncc1,-27,0,.,-1.2
C[C@@H]1CN([C@@H](C)CO)C(=O)CCCn2nncc2CO[C@@H]1CN(C)C(=O)Nc1ccc(N2CCN(C)CC2)cc1,6&1,-2,-36&-81,-0.2
Cc1noc(C)c1NC(=O)N(C)C[C@@H]1Oc2c(NS(=O)(=O)c3ccc(F)cc3)cccc2C(=O)N([C@@H](C)CO)C[C@H]1C,47,-6,-62,0.0
CC(=O)N(C[C@H]1N[C@H](CO)[C@H]1c1ccc(-c2ccc(F)cc2)cc1)C(C)C,-2,25,1,-0.7
COc1ccc2c3c([nH]c2c1)[C@@H](CO)N(C(=O)c1cccnc1)CC31CN(Cc2ccccc2)C1,-11,-8,.,-1.9
C[C@@H]1CN([C@@H](C)CO)C(=O)c2cc(C3=CCCC3)cnc2O[C@@H]1CN(C)C,46,0,26,20
O=C(C[C@H]1CC[C@H]2[C@@H](COC[C@@H](O)CN2CCc2ccccc2)O1)NCc1ccc(F)cc1,-11,.,8,0.9
C[C@@H]1CN([C@H](C)CO)S(=O)(=O)c2ccc(C#Cc3ccncc3)cc2O[C@H]1CN(C)S(=O)(=O)c1ccccc1,-54,0,57,.
O=C(O)C[C@H]1CC[C@H](NC(=O)c2ccncc2)[C@H](CO)O1,23,.,-13,1.2

10 structures out of the list, arranged by heavy-atom count, smallest number first:
SMILES,Pf Dd2 inh,C diff growth,T cruzi growth,KDM4C inh
O=C(N[C@@H]1CC[C@@H](CCNC(=O)C2CCC2)O[C@@H]1CO)c1ccncc1,-3,0,.,-0.3
O=C(CC1CC1)N1CC2(C1)[C@@H](c1ccccc1)[C@H](CO)N2C(=O)c1cnccn1,28,9,.,-2.1
O=C(C[C@@H]1C[C@H]2c3cc(NC(=O)C4CCC4)ccc3O[C@H]2[C@H](CO)O1)NCc1cccnc1,-1,2,31,0.7
COCC(=O)N1CC2(CN(C(=O)CN3CCOCC3)C2)c2c([nH]c3cc(OC)ccc23)[C@H]1CO,6,0,.,0.0
COc1cccc(-c2cnc3c(c2)C(=O)N([C@@H](C)CO)C[C@H](C)[C@@H](CN(C)C(=O)CC2CC2)O3)c1,-2,-4,20,1.5
COCC(=O)Nc1ccc2c(c1)C(=O)N(C)C[C@H](OC)[C@@H](C)CN(Cc1ccccc1OC)[C@H](C)CO2,-46,0,-8,-0.1
C[C@H]1CN([C@@H](C)CO)S(=O)(=O)c2ccc(-c3cccc(C#N)c3)cc2O[C@H]1CN(C)C(=O)c1ccncc1,-27,0,.,-1.2
Cc1ccc(S(=O)(=O)N(C)C[C@H]2Oc3ccc(NC(=O)CCC(F)(F)F)cc3C(=O)N([C@@H](C)CO)C[C@H]2C)cc1,-18,-1,67,-1.1
C[C@@H]1CN([C@@H](C)CO)C(=O)c2cc(NC(=O)Nc3ccc4c(c3)OCO4)ccc2O[C@@H]1CN(C)CC1CCCCC1,7,6,-18,0.0
Cc1noc(C)c1S(=O)(=O)N(C)C[C@H]1OCCCC[C@H](C)Oc2ccc(NC(=O)Nc3ccccc3)cc2C(=O)N([C@@H](C)CO)C[C@@H]1C,?,5,.,-2.5
